# Diaphorase act = activates diaphorase or chemically reduces, flagging diaphorase assay artifacts; Diaphorase/resazurin coupled assay, resorufin fluorescence, 16 min; active compounds read high; 1 = vehicle wells, 0 = NADH-free wells; activation factor at 20 µM; 0.005% of 190,000 active; AID 1229;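 active = diaphorase activity raised at least twofold by the compound at 20 µM; inactive = activation factor below 2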
#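 Test system: Clostridium kluyveri diaphorase, purified enzyme; input: enzyme 0.07 U/mL final; buffer or medium: 50 mM HEPES pH 7.4 with 4.542 mM MgCl2, 0.005% Tween 20; also added: 0.114 mM NADH and 0.1 mM resazurin, final amounts; schedule: 16 min enzyme reaction, ambient temperature; technique: fluorescence of resorufin, 544 nm excitation, 590 nm emission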
# L major viab = reduces viability of Leishmania major promastigotes | resazurin fluorescence viability | inhibition, % at 10 µM | 9% of 200,000 active;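 also: promastigotes grown with compound for 44 hours at 28 °C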
# PMI act = increases human mannose-6-phosphate isomerase activity | activation factor at 20 µM | P34949 | purified human PMI, coupled resazurin fluorescence, 20 min; active compounds read high; 1 = vehicle control, 0 substrate-free wells | 0.005% of 190,000 active | AID 1214;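 active = activation factor of 2 or more at 20 µM, relative to plate controls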
# Target sequence (P34949 whole entry, looked up): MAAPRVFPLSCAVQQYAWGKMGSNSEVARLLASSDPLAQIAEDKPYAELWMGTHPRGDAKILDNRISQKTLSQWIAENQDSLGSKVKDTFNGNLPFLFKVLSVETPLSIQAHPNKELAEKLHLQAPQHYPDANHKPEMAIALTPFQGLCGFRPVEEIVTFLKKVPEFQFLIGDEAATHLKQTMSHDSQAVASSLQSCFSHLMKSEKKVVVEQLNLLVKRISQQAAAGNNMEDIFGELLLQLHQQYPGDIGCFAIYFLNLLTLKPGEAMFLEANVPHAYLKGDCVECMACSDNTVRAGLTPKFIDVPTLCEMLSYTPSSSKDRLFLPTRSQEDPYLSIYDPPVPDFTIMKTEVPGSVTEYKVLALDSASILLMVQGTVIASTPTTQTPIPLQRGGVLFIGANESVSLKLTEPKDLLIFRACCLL
# PMI act satM6P = PMI (human) activation, high substrate; P34949; coupled PMI enzyme assay, resazurin fluorescence, 20 min; active compounds read high; 1 = untreated enzyme, 0 = substrate-free blank; activation factor at 20 µM; 0.34% of 190,000 active;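 active = activation factor of 2 or more at 20 µM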
#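 assay system = human phosphomannose isomerase with PGI, G6PDH, diaphorase coupling enzymes | quantity = 15 ng/mL PMI | incubation = enzyme reaction with compound 20 min at room temperature | medium = HEPES pH 7.4 buffer with MgCl2 and Tween-20 | compound dosing = one concentration, 20 µM, in 1% DMSO | measured by = Diaphorase-driven resazurin-to-resorufin fluorescence, excitation 544, emission 590 nm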
# Diaph inh CS = inhibits diaphorase or chemically oxidizes, flagging diaphorase assay artifacts; AID 1217; diaphorase resazurin-to-resorufin fluorescence, NADH, 16 min; bacterial (C. kluyveri) enzyme, not human; inhibition, % at 20 µM; 0.69% of 190,000 active;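 active = primary screen inhibition at 20 µM above a set limit, cut at about 50% in these data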;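 also: plate controls were DMSO with full reaction for no effect and wells lacking NADH for full effect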
#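 Detection: fluorescence of resorufin formed from resazurin, Ex 544/Em 590 nm; test system: Clostridium kluyveri diaphorase enzyme; amount: 0.14 U/mL diaphorase, enzyme working solution; times: 16-min room-temperature incubation before reading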
# RAM network inh = yeast RAM network inhibition. S. cerevisiae dse1pr::URA3 reporter, 5-FOA growth OD615, 2 d; analog-sensitive cbk1-as2 kinase mutant strain. inhibition, % at 50 µM. 1.8% of 190,000 active;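 active = inhibition above a set limit, 3 SD over mean compound inhibition, cut at about 8.4% in these data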;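 also: 0% = DMSO-only wells with no growth and 100% = 10 µM 1-NA-PP1 full growth; inhibition rescues growth on 5-FOA so higher OD means more RAM inhibition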
# S1P3 antag = S1P3 (human) receptor antagonism; Q99500; CHO S1P3 NFAT-BLA reporter, FRET fluorescence, antagonist mode; inhibition, % at 4.98 µM; 0.27% of 170,000 active; AID 485;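 active = inhibition above the plate cutoff, the mean inhibition of test wells on that plate plus 3 SD, cut at about 28% in these data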;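 also: cells challenged with S1P at its EC80 of 0.8 µM; blue over green emission ratio from cleaved BLA substrate after 4 h stimulation; 0% = S1P-stimulated wells and 100% = unstimulated DMSO-only wells; some compounds past the cut are filed as inactive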
# Target sequence (Q99500 whole entry, looked up): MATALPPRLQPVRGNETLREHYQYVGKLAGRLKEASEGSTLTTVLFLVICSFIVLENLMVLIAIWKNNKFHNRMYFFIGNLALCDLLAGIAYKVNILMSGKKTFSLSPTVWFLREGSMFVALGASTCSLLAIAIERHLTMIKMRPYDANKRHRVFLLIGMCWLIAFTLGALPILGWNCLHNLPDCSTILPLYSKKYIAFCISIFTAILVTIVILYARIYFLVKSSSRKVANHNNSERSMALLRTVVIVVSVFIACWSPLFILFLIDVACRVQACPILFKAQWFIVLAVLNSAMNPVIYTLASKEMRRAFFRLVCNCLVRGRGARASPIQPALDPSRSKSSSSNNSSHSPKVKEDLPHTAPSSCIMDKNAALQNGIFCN
# G6PDH CS = L. mesenteroides G6PDH inhibition counter-screen. Purified L. mesenteroides G6PDH, diaphorase/resazurin coupled fluorescence, 45 min. inhibition, % at 5 µM. 0.12% of 200,000 active. AID 1020
# Hsp70 act = switches on Hsp70 transcription. 0.04% of 200,000 active. activation, % at 10 µM. HeLa Hsp70 promoter luciferase reporter, luminescence; scaled: vehicle 0, proteasome-inhibitor control 100%;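 active = activation above the mean across all tested compounds plus 3 SD, cutoff set per campaign, cut at about 5.5% in these data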;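 also: 100% = MG132 at 30 µM as the positive control and 0% = DMSO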
# DTT redox prof = compounds producing H2O2 with reducing agent – biochemical, NIH compound library profiling, artefact control for MLSCN library redox annotation, primary screen. DTT-dependent redox cycling H2O2, phenol red/HRP absorbance; 100% = 100 µM peroxide control, 0% = buffer. activation, % at 10 µM. 0.03% of 200,000 active;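 active = activation of at least 50% relative to the plate's high and low controls in the primary single-dose screen; inactive = activation below 50%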;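 also: compound incubated with DTT at 0.8 mM final as the reducing agent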
# TLR4 MyD88 comp = inhibitors of human TLR4-MyD88 binding; HeLa CL3-4 TLR4/MyD88 BLA complementation, FRET ratio; O00206+Q99836; 0.18% of 200,000 active; inhibition, % at 8.4 µM; in the data active = inhibition above about 25%;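 also: 0% = vehicle and 100% = reference inhibitor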
# Active calls of the source: *; / = no result given. Rule as the data show it, unless noted: active = inhibition above about 50%; inactive = the rest.
Compound	Diaphorase act	L major viab	PMI act	PMI act satM6P	Diaph inh CS	RAM network inh	S1P3 antag	G6PDH CS	Hsp70 act	DTT redox prof	TLR4 MyD88 comp
ClCc1nnc(-c2cc3c(s2)CCCC3)o1	0.9	98*	1.2	1.2	7	7.2	-12	12	0.0	-0.4	1
COc1ccccc1NC(=O)/C=C/C(=O)O	0.7	-7	1.1	0.9	25	2.0	11	-1	-0.3	6.8	-3
CN(C)c1ccc(C(c2nnnn2CCOC(=O)Nc2ccc(Cl)cc2)N2CCOCC2)cc1 (stereo unspecified)	0.9	-1	0.8	0.9	9	0.1	13	10	-0.2	0.0	-12
CC(NC(=O)CCCOc1ccc(Cl)cc1)c1ccccc1 (stereo unspecified)	0.9	-3	1	0.9	13	-0.3	-10	7	-0.5	-0.4	-3
O=C(c1nc2ccccn2c1CN1CCC(Cc2ccccc2)CC1)N1CCCC1	1	69*	0.9	1	3	2.0	-13	10	0.1	-1.7	-2
O=C(NCC1CCCO1)c1c(O)c2ccccc2[nH]c1=O (stereo unspecified)	0.8	-5	0.9	0.9	20	1.6	-18	7	-0.1	1.2	-7
Cc1ccc(N=CC2=C(O)CC(c3cccc(Cl)c3)CC2=O)cc1 (stereo unspecified)	1	-7	1	1.1	4	8.3	-3	2	-0.2	-0.1	6
Cn1c(=O)c2ncn(CC(=O)N/N=C/C=C/c3ccccc3)c2n(C)c1=O	1	-4	0.9	0.9	3	4.8	-12	8	-0.2	0.3	7
COC(=O)c1ccc(N2C(=O)C3CC=CC(C)C3C2=O)cc1 (stereo unspecified)	0.9	-6	1	0.9	7	1.6	5	6	-0.1	-0.4	-3
Cc1ccc(C(=O)NC(=S)Nc2ccc(NC(=O)c3cccc(Cl)c3)cc2)cc1	0.9	-3	0.8	0.9	9	3.1	7	-22	-0.2	1.1	10
CC(=O)N1CCN(c2nc(C)nc3sc4c(c23)CCC(C)C4)CC1 (stereo unspecified)	0.8	7	1	0.9	20	1.2	/	9	-0.4	-3.3	0
COc1ccc2c3c(c(=O)oc2c1OCC(=O)O)CCCC3	1	61*	1.1	1.1	5	-0.6	-2	6	-0.6	-0.8	1
CCOc1cc(/C=N/NC(=O)c2ccc(CN3CCOCC3)cc2)ccc1OC	1.1	7	1	1.1	-10	-0.1	6	2	-0.3	-1.6	6
Cc1ccc(N2C(=O)c3ccc(C(=O)NCCN4CCOCC4)cc3C2=O)cc1	1	-5	1.1	1.1	3	2.2	-10	8	-0.2	-0.1	-9
COc1cc([C@H](Cc2ccccc2)NC(C)=O)oc(=O)c1	0.7	-15	0.9	0.5	30	0.0	-14	24	-0.4	-1.4	6

# The list goes on:
Compound	Diaphorase act	L major viab	PMI act	PMI act satM6P	Diaph inh CS	RAM network inh	S1P3 antag	G6PDH CS	Hsp70 act	DTT redox prof	TLR4 MyD88 comp
COCc1cc(C)nc(SC)c1C#N	0.9	-7	1	1	6	0.2	1	10	0.0	-0.6	2
CCN(CC(=O)NC(C)(C)C)C(=O)c1ccc2c(c1)S(=O)(=O)c1ccccc1C2=O	0.9	3	1	1	8	-0.9	-13	4	0.0	0.2	1
CC(C)NC(=O)c1cccc(Br)c1	1	-5	1.1	1	5	-0.3	/	-2	-0.5	-4.3	-2
COc1ccc(OC)c(NC(=O)c2c(NC(=O)c3ccco3)sc3c2CCC3)c1	0.9	-5	0.9	1	7	1.0	11	2	-0.3	0.7	5
COc1cccc(OC)c1C(=O)Nc1ccc(Cc2ccncc2)cc1	1	1	1	1.1	1	1.4	0	-7	-0.3	-0.5	14
Cc1cc(C)nc(NS(=O)(=O)c2ccc(NC(=O)CN3C(=O)S/C(=C\c4ccccc4)C3=O)cc2)n1	0.8	-1	0.9	0.9	16	9.9*	-4	-11	-0.2	-0.4	11
CCC(Sc1nc2ccccc2c(=O)[nH]1)C(=O)Nc1ccc(C(C)=O)cc1 (stereo unspecified)	0.9	16	0.9	0.9	9	6.4	-1	21	-0.3	0.0	-22
COc1ccc(-n2c(Cc3cccn3C)nnc2SCC(=O)Nc2cccc(OC)c2)cc1	0.7	4	0.9	0.9	33	5.8	-9	-5	0.2	-0.4	-19
C=C(C)Cn1c(CCCNC(=O)CC)nc2ccccc21	1	9	1	1	-1	-0.2	/	10	-0.2	1.2	-7
Cc1ccc(C(=O)Nc2nc3ccccc3s2)s1	1.1	7	1	1	-5	1.4	21	8	0.0	0.1	4
Cc1[nH]c2ccccc2c1/C=N/Nc1ccccc1[N+](=O)[O-]	0.8	8	0.9	0.9	19	8.8*	6	2	-0.3	-1.5	3
Cc1ccc(C)c(Cn2c(=O)n(-c3ccc(CC(=O)NCc4ccco4)cc3)c(=O)c3sccc32)c1	1	-1	0.9	0.9	2	5.6	/	-2	-0.1	0.0	-3
Cc1ccc2nc(SCc3nnc(-c4ccccc4Br)o3)[nH]c2c1	0.7	18	0.8	0.9	31	2.1	/	2	-0.6	2.0	0
CCC(CC)C(=O)Nc1ccc(C(=O)c2ccccc2)cc1	0.8	22	0.9	0.8	16	0.4	5	4	-0.3	0.1	1
COCCN(C(=O)c1csnn1)C(C(=O)NC1CCCCC1)c1cccs1 (stereo unspecified)	0.9	4	0.9	1	8	-0.2	-15	-1	-0.2	2.6	-8

# (more compounds)
Compound	Diaphorase act	L major viab	PMI act	PMI act satM6P	Diaph inh CS	RAM network inh	S1P3 antag	G6PDH CS	Hsp70 act	DTT redox prof	TLR4 MyD88 comp
O=C(CN1C(=O)C2CC=CCC2C1=O)NCc1cccs1 (stereo unspecified)	1	-5	1	1	-2	1.3	0	5	-0.1	0.5	-17
COc1ccc(/C=C/C(=O)Nc2ccc3nc4n(c(=O)c3c2)CCCC4)cc1OC	0.8	-5	1	1	20	3.1	3	-7	0.1	0.9	-6
C=CCNC(=O)CCCOc1cc(C)ccc1C	1	-1	1	0.9	3	0.1	-18	14	-0.1	-0.8	-10
C=CCNc1oc(-c2ccc(OCC)cc2)nc1C#N	0.8	-10	0.9	0.9	24	1.6	26	-10	0.5	-0.2	-9
Cc1nn(-c2ccccc2)c2c1C(c1ccccc1)C(C#N)=C(N)O2 (stereo unspecified)	0.8	3	0.9	1	15	0.2	-12	-2	0.1	2.0	-5
CCc1ccc(NC(=O)Nc2ccc3c(c2)N(C)C(=O)CS3)cc1	0.7	9	0.8	0.8	34	3.6	/	2	-0.2	-1.3	6
CS/C(=C/[N+](=O)[O-])Nc1cccc2c1C(C)CC2(C)C (stereo unspecified)	1	16	1	1	4	0.7	-16	-9	-0.2	-1.8	-2
N#C/C(=C(/O)CSc1nnc(Cc2cccs2)n1C1CCCCC1)c1nc2ccccc2[nH]1	0.8	5	0.9	1	24	4.1	/	3	0.3	-0.4	-2
CCCNC(=O)c1ccccc1NC(=O)c1ccccc1N(C)S(=O)(=O)c1ccc(C)cc1	0.7	4	0.9	0.9	30	1.6	/	6	-0.2	1.8	10
COc1ccc(-c2nn(-c3ccccc3)cc2CNC(C)Cn2cncn2)c(F)c1 (stereo unspecified)	1.1	8	1	1	-6	2.5	4	0	-0.3	-1.5	8
Cn1nccc1C(=O)NCCN1C(=O)OC(C)(C)C1(C)O (stereo unspecified)	0.9	-4	1	1	13	-0.2	-24	-6	-0.3	0.2	4
COCC(C)NC(=O)/C=C/c1ccc(OC)cc1 (stereo unspecified)	0.9	2	0.9	0.9	7	0.5	-8	10	-0.3	-1.7	-16
COc1ccc(C2CC(=O)c3c(C)nc(N4CCN(c5ccccc5)CC4)nc3C2)cc1 (stereo unspecified)	1.1	9	1	1	-11	6.1	0	-14	-0.1	0.5	-6
COc1ccc(NCc2nnc(SCC(=O)c3ccc(C)cc3)o2)cc1	0.8	19	0.9	1	21	3.2	/	0	0.0	-8.7	-11
O=c1c([N+](=O)[O-])c(N2CCCCCC2)c2ccccc2n1-c1ccccc1	0.5	6	0.8	0.9	45	3.1	/	-20	-0.2	-2.3	-4

# Taken from above.
# For TLR4 MyD88 comp, C=CCNC(=O)CCCOc1cc(C)ccc1C has the entry -10
# For PMI act, COCC(C)NC(=O)/C=C/c1ccc(OC)cc1 (stereo unspecified) has the entry 0.9
# For RAM network inh, C=CCNc1oc(-c2ccc(OCC)cc2)nc1C#N has the entry 1.6

# Next part:
Compound	Diaphorase act	L major viab	PMI act	PMI act satM6P	Diaph inh CS	RAM network inh	S1P3 antag	G6PDH CS	Hsp70 act	DTT redox prof	TLR4 MyD88 comp
CC(C)Cn1c(-c2ccccc2F)n[nH]c1=S	1.1	0	1	1.2	-8	1.6	8	7	-0.2	2.4	-20
Cc1cccc(NC(=O)CCc2c(C)nc3ncnn3c2C)n1	0.9	-6	1	0.9	7	1.4	/	0	-0.4	-0.1	-3
CCc1nc2sc3c(c2c(=O)n1N)CC(C)(C)OC3	0.9	9	1	1	10	2.2	-14	1	-0.1	-0.5	-3
CC(C)CC1NC(=O)N(CC(=O)c2ccc3c(c2)OCCO3)C1=O (stereo unspecified)	0.9	-7	0.9	0.9	13	0.7	/	9	0.0	-0.5	-5
CC1CCc2nc(NC(=O)c3ccc(S(=O)(=O)N4CCCc5ccccc54)cc3)sc2C1 (stereo unspecified)	0.9	15	1	1	10	2.5	/	-6	-0.2	2.4	12
CCN=c1scc(C)n1/N=C/c1cc(Br)c(O)c(OC)c1	0.9	18	1.1	0.9	12	0.5	-5	0	0.3	-0.9	-19
CCOC(Cn1c(CCCO)nc2ccccc21)OCC	1.1	1	1	1.1	-8	-1.2	/	3	0.2	-0.1	10
O=S(=O)(N/N=C/c1ccc2c(c1)OCCO2)c1ccccc1	1.1	-1	1	1	-9	-0.7	/	7	-0.4	2.1	1
FC(F)(F)c1cnc(NNC(=S)Nc2ccc(Cl)cc2)c(Cl)c1	1	-8	1.1	1.3	3	2.5	-9	12	-0.5	-0.3	6
CN(Cc1cnn(C)c1)Cc1nc(C(c2ccccc2)c2ccccc2)no1	0.9	-3	1	1.1	8	1.0	-13	13	-0.1	-1.1	-11
CN(C)C(=O)c1ccccc1Sc1cc(Cl)ccc1Cl	0.8	8	0.9	0.9	22	1.6	/	3	-0.4	-2.4	-4
